# From PubChem
# S100A4 MyoIIA – S100A4-myosin IIA interaction inhibition | P26447 | S100A4/TAMRA-MyoIIA peptide fluorescence polarization | inhibition, % at 10.7 µM | actives 0.14% (n = 360,000) | AID 652163;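 active = mean inhibition of at least 70% across replicates, with every replicate also reaching that level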
# Target sequence (P26447 whole entry, looked up): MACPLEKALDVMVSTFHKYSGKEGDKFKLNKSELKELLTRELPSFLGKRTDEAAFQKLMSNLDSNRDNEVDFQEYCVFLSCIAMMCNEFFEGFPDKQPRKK
#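 Material: S100A4 monomer protein | Medium: HEPES pH 7.2 with CaCl2, KCl, NaCl, DTT, Triton | Reagent: Labelled myosin peptide probe, 5 nM | Doses: One dose per compound | Times: 5 min incubation before reading | Benchmarks: Neutral control DMSO, positive control TFP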
# esBAF inh – blocks esBAF chromatin remodeling in mouse ES cells | actives 2% (n = 350,000) | reporter increase, % at 12.5 µM | Bmi1-luciferase knock-in reporter, 24 h; 100% = twice the neutral-well signal | AID 602393; in the data active = activation above about 40%;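 also: 0% = median of the plate's neutral control wells and 100% = double that signal; a rise in the Bmi1 reporter signal indicates esBAF inhibition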
# CASP6 VEID inh – blocks human caspase-6 cleavage activity; purified caspase-6, Z-VEID-R110 cleavage fluorescence; AID 686996; actives 0.53% (n = 350,000); inhibition, % at 12.5 µM; P55212;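 active = mean inhibition across replicates at least about 35%, with every replicate also reaching that limit, limit read from the data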;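 also: 0% = median of neutral control wells and 100% = no fluorescence left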
# Target sequence (P55212 24-179 limits assumed): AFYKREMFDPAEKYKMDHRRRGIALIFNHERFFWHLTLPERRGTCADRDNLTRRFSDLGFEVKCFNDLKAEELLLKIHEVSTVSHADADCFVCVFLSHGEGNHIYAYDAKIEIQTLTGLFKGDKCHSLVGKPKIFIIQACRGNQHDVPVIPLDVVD
# Target sequence (P55212 194-293 limits assumed): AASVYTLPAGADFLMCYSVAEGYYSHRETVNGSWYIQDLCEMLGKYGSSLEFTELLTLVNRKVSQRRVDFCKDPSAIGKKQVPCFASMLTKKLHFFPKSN
# FN deposition inh – fibronectin deposition inhibition | AH1F fibroblasts, Alexa488-fibronectin deposition fluorescence, overnight | actives 0.086% (n = 350,000) | inhibition, % at 12.6 µM;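 active = mean inhibition across replicates of 30% or more, regardless of how many single replicates reach that level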;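 also: positive control wells lacked labelled fibronectin entirely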
#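 Material: AH1F fibroblasts assembling fluorescent fibronectin matrix; amount: 10000 AH1F cells/well; medium: DMEM, 2% serum; reagent: Alexa488-fibronectin, 24 nM final in well; dosing: single compound dose, delivered by pin transfer; incubation: 1 h adhesion, overnight exposure; detection: fluorescence after three HBSS washes, excitation 485 nm, emission 525 nm; measure: fibronectin deposition inhibition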
# LGR2 antag – inhibitors of bursicon-induced Drosophila LGR2 receptor cAMP signaling; actives 0.35% (n = 380,000); AID 720647; inhibition, % at 9.99 µM; HEK293 LGR2, CRE-luciferase, bursicon-stimulated, 4 h;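 active = drop in luminescence signal, shown as inhibition above about 50% in the replicate tests, limit read from the data, passing the limit was not always enough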;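 also: agonist challenge used bursicon conditioned medium at about half maximal strength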
# SIRT5 inh – inhibitors of human sirtuin-5 desuccinylase; actives 1.1% (n = 330,000); Q9NXA8; Purified SirT5, succinyl-peptide AMC, trypsin-coupled fluorescence; inhibition, % at 15 µM; AID 652115; in the data active = inhibition above about 15%
# Target sequence (Q9NXA8 whole entry, looked up): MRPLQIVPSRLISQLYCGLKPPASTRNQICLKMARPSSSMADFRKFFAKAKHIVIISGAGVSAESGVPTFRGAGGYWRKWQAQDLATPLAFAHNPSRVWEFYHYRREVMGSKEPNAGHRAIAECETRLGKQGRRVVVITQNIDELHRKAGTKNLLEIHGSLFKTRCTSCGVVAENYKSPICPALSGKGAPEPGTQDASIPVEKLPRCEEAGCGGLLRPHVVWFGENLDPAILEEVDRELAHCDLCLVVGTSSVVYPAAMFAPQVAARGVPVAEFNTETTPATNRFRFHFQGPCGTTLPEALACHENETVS
# C2C12 statin – suppression of simvastatin myotoxicity | C2C12 myotubes + simvastatin, ATP luminescence, 48 h; scaled: DMSO 0, geranylgeraniol control 100 | actives 0.78% (n = 330,000) | rescue of ATP level, % at 7.49 µM | AID 602340;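 active = mean ATP rescue above about 67%, or every replicate alone reaching that limit, limit read from the data, passing the limit was not always enough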;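 also: myotubes were challenged with 10 µM simvastatin during compound exposure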
# An asterisk follows results filed as active; x = not tested or not shown; & = joins results of further samples. These rows are one share of the data; rates above refer to the full screens.
SMILES	S100A4 MyoIIA	esBAF inh	CASP6 VEID inh	FN deposition inh	LGR2 antag	SIRT5 inh	C2C12 statin
Nc1cc(Cl)ccc1C(=O)OCC(=O)NC1CCS(=O)(=O)C1 (configuration not stated)	x	-6.0	x	-4.2	x	x	1.0
O=C(c1ccccc1)c1c[nH]c2ccccc12	-2.3	24.8	-0.1	2.0	-10.6	-3.0	-13.9
CC(=O)Nc1ccc(NC(=O)c2ccc(Cl)c(S(=O)(=O)N3CCc4ccccc43)c2)cc1	54.8	8.6	-1.8	-3.1	0.6	-0.3	7.7
O=C(NCC1CCCO1)c1ccc2c(c1)N(Cc1ccccc1)C(=O)CS2 (configuration not stated)	-1.7	15.6	1.3	-13.4	10.8	1.0	6.0
COCC(=O)Nc1ccc2c(c1)[C@H]1C[C@@H](CC(=O)NCCN3CCCCC3)O[C@@H](CO)[C@H]1O2	-1.9	8.6	2.7	-4.7	-3.6	-1.8	-1.5
COc1ccccc1CC1(C)NC(=O)N(CC(=O)N2CCc3ccccc3C2)C1=O (configuration not stated)	x	4.7	x	-1.0	x	x	-2.8
CCC(=O)Oc1ccc(C(CC)C(CC)c2ccc(OC(=O)CC)cc2)cc1 (configuration not stated)	-0.1	-1.1	0.0	3.5	3.4	-0.3	-1.1
COc1cc(OC)cc(C(=O)N2c3ccc(F)cc3CCC2C)c1 (configuration not stated)	x	-2.8	x	2.9	x	x	90.1*
COc1cccc(-n2c(SCC(=O)c3c[nH]c4ccccc34)nc3ccccc3c2=O)c1	-4.9	x	x	4.7	8.4	-3.0	x
CCCSc1nc2c(cnn2-c2ccc(F)cc2)c(=O)[nH]1	-1.3	-7.1	4.2	-2.3	0.5	x	4.5
CC(=O)C1(O)C(C)CC2C3CC=C4CC(O)CCC4(C)C3CCC21C (configuration not stated)	3.4	5.9	-5.8	1.8	-9.8	x	-5.7
CC(=O)N1CCN(C(=O)CCc2cc(C(C)(C)C)c(O)c(C(C)(C)C)c2)CC1	-4.6	-7.7	-0.5	-1.5	-6.2	-2.5	-7.5
COC(=O)N/N=C\c1cccc(OC(=O)c2cccs2)c1	-2.1	x	3.3	-18.9	-14.5	-1.4	x
COc1ccc(CC(=O)NC(C)c2ccc3ccccc3c2)cc1 (configuration not stated)	-8.6	-5.8	3.3	0.0	-8.0	-1.3	11.8
Cc1ccc(S(=O)(=O)NC[C@@H]2CC[C@H]3[C@H](CN3Cc3cc(-c4ccccc4)on3)O2)cc1	3.2	x	-1.0	x	x	0.3	x
COC(=O)C(Cc1ccccc1)NC(=O)CCC(=O)NC(C)CCc1ccccc1 (configuration not stated)	2.9	7.7	-5.2	-4.3	-2.3	0.9	-1.4
COc1ccc(C)cc1S(=O)(=O)NCCN1CCOCC1	1.8	1.3	0.3	4.4	6.2	-3.5	1.4
CCNC(=O)c1cc(S(=O)(=O)N2CCSCC2)ccc1OC	-0.9	-5.0	-0.9	2.1	-1.0	-1.1	5.6
CN1OC[C@@H]2CN3C(=NCCc4ccccc4)Sc4ccccc4[C@@H]3C[C@@H]21	-1.9	x	-0.2	1.5	3.0	7.3	x
CCOc1ccc(NC(=O)Nc2ccc(NC(C)=O)cc2)cc1	-2.9	x	-0.6	10.0	7.9	-6.1	x

# Some of these compounds in order of molecular weight, high to low.
SMILES	S100A4 MyoIIA	esBAF inh	CASP6 VEID inh	FN deposition inh	LGR2 antag	SIRT5 inh	C2C12 statin
COCC(=O)Nc1ccc2c(c1)[C@H]1C[C@@H](CC(=O)NCCN3CCCCC3)O[C@@H](CO)[C@H]1O2	-1.9	8.6	2.7	-4.7	-3.6	-1.8	-1.5
CC(=O)N1CCN(C(=O)CCc2cc(C(C)(C)C)c(O)c(C(C)(C)C)c2)CC1	-4.6	-7.7	-0.5	-1.5	-6.2	-2.5	-7.5
CCC(=O)Oc1ccc(C(CC)C(CC)c2ccc(OC(=O)CC)cc2)cc1 (configuration not stated)	-0.1	-1.1	0.0	3.5	3.4	-0.3	-1.1
O=C(NCC1CCCO1)c1ccc2c(c1)N(Cc1ccccc1)C(=O)CS2 (configuration not stated)	-1.7	15.6	1.3	-13.4	10.8	1.0	6.0
CN1OC[C@@H]2CN3C(=NCCc4ccccc4)Sc4ccccc4[C@@H]3C[C@@H]21	-1.9	x	-0.2	1.5	3.0	7.3	x
COc1cc(OC)cc(C(=O)N2c3ccc(F)cc3CCC2C)c1 (configuration not stated)	x	-2.8	x	2.9	x	x	90.1*
CCCSc1nc2c(cnn2-c2ccc(F)cc2)c(=O)[nH]1	-1.3	-7.1	4.2	-2.3	0.5	x	4.5
O=C(c1ccccc1)c1c[nH]c2ccccc12	-2.3	24.8	-0.1	2.0	-10.6	-3.0	-13.9

# Next section.
SMILES	S100A4 MyoIIA	esBAF inh	CASP6 VEID inh	FN deposition inh	LGR2 antag	SIRT5 inh	C2C12 statin
O=C(Nc1nc2c(F)cc(F)cc2s1)C1CC(=O)N(Cc2ccco2)C1 (configuration not stated)	-2.3	6.9	12.2	-0.2	-20.5	1.7	16.4
Cc1ccc(CNC(=O)CCCNC(=O)c2ccc(Cl)cc2)n1C	x	-4.5	x	-11.6	x	x	-5.0
Cc1cc(C)c(-c2cc(C(=O)Nc3cc(C)ccc3C)[nH]n2)c(O)c1	-6.4	12.7	0.2	-6.3	-10.1	-7.3	3.7
C#CCNC(=O)C1=C[C@@H](C(C)(C)C)C[C@@H](OCc2ccc(CO)cc2)O1	-14.1&-0.1	-9.3	2.9&0.2	-0.7	15.9	-4.8&-1.9	3.1
O=C(O)C1CCC(CNS(=O)(=O)c2ccc(Br)cc2)CC1 (configuration not stated)	-1.5	8.5	-0.8	-3.3	0.9	-3.2	0.1
O=C(COc1ccc(Br)cc1)NCCCNC(=O)c1cccnc1	1.2	x	0.3	21.3	-12.8	-0.8	x
COCCN(C(=S)Nc1cccc(C)c1C)C(C)c1ccco1 (configuration not stated)	0.2	x	2.2	4.3	18.8	0.0	x
CC(C)(C)CNC(=O)C1(C)CCN1C(=O)C1(c2ccccc2)CC1 (configuration not stated)	-7.5	-4.4	0.9	1.1	5.7	x	18.7
Cc1c(C(=O)NCCN(C)C)n(C)c(=O)c2ccccc12	-0.1	-2.5	-1.5	9.5	-5.3	x	-4.4
COc1ccc(CC(=O)Nc2cccc(-c3ccc4nnc(C)n4n3)c2)cc1OC	-1.7	-0.9	0.5	-3.6	6.0	0.1	-1.9
Cc1cc(C)cc(NC(=O)CC2Oc3ccc(C)cc3NC2=O)c1 (configuration not stated)	-9.1	-2.0	-0.1	9.8	-3.2	-2.3	2.0
O=C(Nc1ccccc1)N1CC(=O)N2[C@@H](CO)[C@H](c3ccc(C#Cc4cccnc4)cc3)[C@@H]2C1	5.4	x	1.8	x	-13.4	-0.9	x
CC1=CC(C)(C)Nc2ccc(OC(=O)CN3C(=O)c4cccc5cccc(c45)C3=O)cc21	x	-57.1	x	6.4	-22.3	x	-29.4
Cc1ccc(Nc2ccc(C(=O)NCCc3ccccc3)cn2)cc1	-2.5	x	-5.1	3.1	-7.9	-6.4	x
O=[N+]([O-])c1ccccc1C=CC=NN=Cc1ccccc1O	-3.0	x	-4.1	4.9	-76.8	-1.5	x
O=C(NCCCN1CCCC1=O)c1ccc2c(c1)NC(=O)c1ccccc1S2	12.6	6.4	0.2	-0.7	-17.1	x	16.3
COC(=O)C1CCN(S(=O)(=O)c2ccc(OC)cc2)CC1	x	1.6	x	0.2	x	x	7.0
O=S(=O)(c1ccc2ccccc2c1)n1cccn1	1.9	-9.5	-2.2	x	5.5	-2.3	-5.2
O=S(=O)(c1ccc(F)c(F)c1)N1CCCCCCC1	-5.0	-3.3	-2.9	3.7	7.5	3.0	-7.6
C[C@@H]1CN([C@H](C)CO)S(=O)(=O)c2ccc(-c3cccc(C#N)c3)cc2O[C@@H]1CN(C)C(=O)c1ccc(F)cc1	9.4	6.1	-0.4	x	-0.9	1.0	-16.0
CCO[C@@H]1OC(C(=O)N2CCN(C)CC2)=C[C@H](C2CCCCC2)[C@H]1CCCO	2.7	-2.2	-3.4	1.4	1.1	-3.0	-4.8
CCOc1ccc(C(=O)NC(=S)Nc2ccc(NC(=O)CC)cc2)cc1[N+](=O)[O-]	x	2.8	x	3.0	1.1	x	-2.1
C[C@@H]1CN([C@H](C)CO)C(=O)Cc2cc(NS(=O)(=O)c3cn(C)cn3)ccc2O[C@@H]1CN(C)S(=O)(=O)c1cn(C)cn1	2.5	3.2	1.5	x	9.7	0.3	-15.7
COc1ccc2c3c([nH]c2c1)[C@@H](CO)N(C(=O)Nc1ccc(F)cc1)CC31CCN(C(=O)Cc2ccccc2)CC1	-0.5	x	-1.7	x	-5.7	7.6	x
CCC(=O)N1CC(=O)N2[C@H](CO)[C@H](c3ccc(C#Cc4cccnc4)cc3)[C@H]2C1	0.6	x	0.6	x	25.1	-1.4	x
CCOC(=O)C(C(=O)Nc1ccccc1)C1CCCCC1 (configuration not stated)	x	2.5	x	-10.5	x	x	-0.8
CN(C)CCCNC(=O)C[C@H]1CC[C@@H]2[C@H](COC[C@H](O)CN2Cc2cccc(F)c2)O1	4.8	4.7	0.7	-11.6	-5.2	-0.1	12.6
C[C@H]1CN([C@@H](C)CO)C(=O)c2c(c3ccccc3n2C)-c2ccccc2CO[C@@H]1CN(C)Cc1ccc(C(F)(F)F)cc1	16.6	x	-0.9	3.7	8.8	11.9	x
CN(C)CCNS(=O)(=O)c1ccc(N2CCN(c3ccc(F)cc3)CC2)c([N+](=O)[O-])c1	-4.6	x	-4.3	7.1	13.0	0.6	x
Cn1c(NC(=O)c2ccc(F)cc2)c(-c2cccs2)c(=O)c2ccccc21	-1.9	x	5.8	2.4	15.7	-1.7	x
CC(C)Cn1nc(NS(=O)(=O)c2cccc3nonc23)c2cc3ccccc3nc21	-0.5	0.9	-1.1	-16.1	4.4	2.8	-4.0
c1csc(CCCN2CCCCC2)c1	-1.7	2.9	-1.2	2.9	-10.8	-1.8	-2.9
COCC(=O)N(C)C[C@H]1Oc2cc(-c3cncnc3)ccc2S(=O)(=O)N([C@@H](C)CO)C[C@@H]1C	17.0	-5.2	-0.3	-7.2	-5.6	-1.8	x
O=C(N=C1SC2CS(=O)(=O)CC2N1c1cc(Cl)ccc1Cl)C1CCCO1 (configuration not stated)	5.3	4.3	-0.5	5.6	-0.6	-1.6	1.7
CC1=C(C(=O)Nc2ccccc2C(=O)NCc2ccccc2)SCCO1	-0.7	-0.2	x	-12.6	-7.8	-0.6	-6.9
Cc1noc(N)c1C1(O)C(=O)Nc2c(Cl)cc(Cl)cc21 (configuration not stated)	-1.2	x	-1.4	-6.0	6.7	-2.6	x
COc1ccc(CNC(=O)COC(=O)c2c(NC(C)=O)sc(C)c2C)cc1OC	-6.8	1.2	2.5	6.2	-40.9	x	3.7
Cc1c(NC(=O)c2cccc(S(=O)(=O)N3CCOCC3)c2)c(=O)n(-c2ccccc2)n1C	1.3	5.6	2.2	x	6.8	1.2	-4.4
Cc1ccc(NC(=O)CS(=O)CC(=O)N2CCN(c3ccccc3)CC2)cc1 (configuration not stated)	3.5	-4.0	-2.3	0.2	-3.2	-9.9	-17.5
C[C@H]1CN([C@@H](C)CO)C(=O)Cc2cc(NC(=O)Nc3ccc(C(F)(F)F)cc3)ccc2O[C@@H]1CN(C)Cc1ccc(C(=O)O)cc1	-4.2	-4.2	-3.0	x	-13.3	1.8	11.0
Cn1cccc1Cc1nnc(SCC(=O)Nc2ccccc2)n1-c1ccc(F)cc1	-11.7	7.4	4.9	-4.0	-9.8	x	-10.8
